HTT cytoprotect – cytoprotection in Huntington HTT-Q103 PC12 cell model; actives 0.14% (n = 230,000); AID 1471; Potency, µM (highest dose often 56.4 µM), inactives show cytoprotection (ATP increase), actives largely listed as activators; PC12 HTT-Q103 induced, cytoprotection, ATP luminescence, 40 h;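 further: % of control where 0% means no effect; nearly all actives have a fitted effect of over 45% in size; toxic huntingtin expression switched on by the ecdysone agonist tebufenozide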
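Compounds were screened for protection of PC12 cells against cell death after tebufenozide induction (100 nM final) of mutant Huntingtin exon 1 (Q103) fused to GFP.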
Tau FP inhib – tau fibrillization inhibition (FP) | P10636 | K18 P301L tau heparin fibrillization, Alexa594 FP, 6 h | Potency, µM (series often up to 57.7 µM), for inactives: top-dose activity, negative = inhibition, usual class: inhibitors | actives 0.39% (n = 280,000); further: on the % scale 0 is the no-effect control and ±100 the full control effect; nearly all actives have a fitted effect of over 55% in size
Target sequence (P10636 561-689 P618L limits assumed): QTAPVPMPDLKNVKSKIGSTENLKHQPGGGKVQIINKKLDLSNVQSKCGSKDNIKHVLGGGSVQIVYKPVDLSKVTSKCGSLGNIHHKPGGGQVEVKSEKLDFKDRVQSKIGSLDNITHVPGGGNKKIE
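Heparin (20 uM) drove fibril formation of recombinant tau K18 P301L, 15 uM unlabeled with 0.24 uM Alexa 594 label, for 6 hr at 37 C in 100 mM sodium acetate pH 7. Fluorescence polarization (555/632 nm) read 1 hr after 30 uM ThT.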
Tau fluor cs – counter-screen for tau fibril formation inhibitors. tau K18 P301L Alexa594 fluorescence, heparin fibrillization. Potency, µM (doses to about 57.7 µM), without a hit: top-dose activity change, negative = decrease. actives 0.93% (n = 280,000). AID 1463; further: on the % scale 0 is the no-effect control and ±100 the full control effect; nearly all actives have a fitted effect of over 55% in size
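Human K18 P301L tau (15 uM unlabeled plus 0.24 uM Alexa 594-labeled, final) in 100 mM sodium acetate pH 7 was mixed with compound and 20 uM heparin and incubated 6 hr at 37 C.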
Tau fibril ThT – tau fibrillization inhibition (ThT binding). P10636. recombinant tau K18 P301L (four-repeat tau fragment), heparin-induced fibrillization, ThT fluorescence. Potency, µM (doses to about 57.4 µM), inactives show top-dose activity, negative = inhibition, most hits filed as inhibitors. actives 2.1% (n = 270,000); further: on the % scale 0 is the no-effect control and ±100 the full control effect; nearly all actives have a fitted effect of over 55% in size
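Recombinant human tau K18 fragment […] carrying P301L, 15 uM unlabeled plus 0.24 uM Alexa 594-labeled, was fibrillized with 20 uM heparin in 100 mM sodium acetate pH 7 for 6 hr at 37 C; 30 uM ThT fluorescence read after 1 hr.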
HTT aggregate – mutant huntingtin aggregation inhibition | Potency, µM (highest dose often 46.1 µM), for inactives: top-dose activity change, negative = inhibition, most hits filed as inhibitors | actives 1.1% (n = 220,000) | PC12 HttQ103-GFP aggregates, Acumen cytometry, 40 h; further: on the % scale 0 is the no-effect control and ±100 the full control effect; nearly all actives have a fitted effect of over 60% in size
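Steps: seed 1500 PC12 HTTQ103-GFP cells/well; add tebufenozide, 100 nM final; add compound titration; add ATPLite reagent; quantify GFP aggregates by laser scanning cytometry.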
SMN2 splice enh – SMN2 splice variant enhancement | HEK293 SMN2-luciferase splicing reporter, luminescence, 30-36 h | Potency, µM (titrated, usually from 46.1 µM), without a hit: at the top dose activity change, positive = activation, actives largely listed as activators | actives 2.8% (n = 210,000); further: % of control where 0% means no effect; nearly all actives have a fitted effect of over 55% in size
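qHTS luciferase splicing reporter: luminescence rises when SMN2 exon 7 is included in transfected HEK293 cells. Compound exposure lasted 30-36 h at 37C, with 4.5 mM final sodium butyrate as control, followed by a ONE-Glo read.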
JMJD2E inh – JMJD2E (human) inhibition; JMJD2E catalytic domain, FDH-coupled NADH fluorescence (FDH is formaldehyde dehydrogenase); Potency, µM (titrated, usually from 57.1 µM), for inactives: at the highest dose activity change, negative = inhibition, actives largely listed as inhibitors; actives 1.6% (n = 230,000); AID 2147; active means well fitted inhibition curve with a large enough effect, not every such curve was filed as active; inconclusive means small, poorly fitted or top-dose-only effect, or another doubt; inactive means no such curve, though single readings can be large or run the other way;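 further: 0% = wells with enzyme and -100% = buffer wells without enzyme; nearly all actives have a fitted effect of over 50% in size; many of its hits are not listed in these tables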
Target sequence (B2RXH2 1-337 limits assumed): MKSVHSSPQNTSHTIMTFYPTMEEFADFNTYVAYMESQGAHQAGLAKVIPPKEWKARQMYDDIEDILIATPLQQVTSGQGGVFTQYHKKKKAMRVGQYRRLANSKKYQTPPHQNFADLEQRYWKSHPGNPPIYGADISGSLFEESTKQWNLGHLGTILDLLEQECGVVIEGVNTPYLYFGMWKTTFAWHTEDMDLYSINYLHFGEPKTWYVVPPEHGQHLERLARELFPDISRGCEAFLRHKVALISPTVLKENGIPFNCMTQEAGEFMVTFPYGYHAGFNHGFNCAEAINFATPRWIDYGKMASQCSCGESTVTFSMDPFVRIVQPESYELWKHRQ
ALDH1A1 inh – inhibitors of human aldehyde dehydrogenase 1A1; P00352; Purified ALDH1A1, NADH fluorescence, propionaldehyde substrate; Potency, µM (series often up to 75.3 µM), inactives show at the highest dose activity, negative = inhibition, usual class: inhibitors; actives 7.3% (n = 220,000); active means well fitted inhibition curve with a large enough effect, not every such curve was filed as active; inconclusive means small, poorly fitted or top-dose-only effect, or another doubt; inactive means no such curve, though single readings can be large or run the other way;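 further: plate controls were no enzyme wells and a reference inhibitor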
Target sequence (P00352 whole entry, looked up): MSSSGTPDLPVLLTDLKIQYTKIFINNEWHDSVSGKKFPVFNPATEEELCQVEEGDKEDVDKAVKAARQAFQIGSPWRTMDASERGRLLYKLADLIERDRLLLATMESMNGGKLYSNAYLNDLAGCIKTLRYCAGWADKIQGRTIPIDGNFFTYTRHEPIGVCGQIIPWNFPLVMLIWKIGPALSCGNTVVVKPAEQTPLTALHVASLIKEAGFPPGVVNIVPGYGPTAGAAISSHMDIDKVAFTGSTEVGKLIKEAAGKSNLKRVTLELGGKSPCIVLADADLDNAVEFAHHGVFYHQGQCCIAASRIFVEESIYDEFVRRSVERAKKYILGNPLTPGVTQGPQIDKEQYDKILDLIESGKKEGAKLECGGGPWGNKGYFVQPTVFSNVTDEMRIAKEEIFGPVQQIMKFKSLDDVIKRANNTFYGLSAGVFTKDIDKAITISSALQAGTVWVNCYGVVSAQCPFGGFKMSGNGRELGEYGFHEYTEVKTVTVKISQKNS
An asterisk follows results filed as active; u = inconclusive; x = no result given; & = joins results of further samples; [ ] = dose if it differs, or a comment. Unless noted, the call rests on the fitted dose curve; in most records, active means well fitted curve in the direction sought with a large enough effect; inconclusive means small, poorly fitted or top-dose-only effect, or another doubt; inactive means no such curve, though single readings can be large; an effect the other way counts as inactive or inconclusive. Potency means the concentration at half of the fitted maximal effect.

nr	Compound	HTT cytoprotect	Tau FP inhib	Tau fluor cs	Tau fibril ThT
1	O=C(C(Cc1ccccc1)N1C(=O)c2ccccc2C1=O)N1c2ccccc2CCc2ccccc21 (stereo unspecified)	15%[10 µM]	6%	-12%	u
2	CCCN(Cc1ccccc1)C(=O)Nc1ccc2c(c1)nnn2C	-10%	-2%	-4%	-11%
3	COC(=O)CC1C(=O)NCCN1C(=O)Nc1ccc(Cl)c(Cl)c1 (stereo unspecified)	13%	-7%	-4%	1%
4	O=C(Nc1ccnc(-c2cccnc2)n1)c1cccs1	-48%	-8%	-8%	-10%
5	CCc1ccc(C2CC(=O)c3c([nH]c(C(=O)OC4CCCC4)c3C)C2)cc1 (stereo unspecified)	x	-15%	-13%	-4%
6	CCOC(=O)c1c(-c2ccccc2)csc1NC(=O)c1cc(-c2ccc(F)cc2)on1	x	u	-12%	u
7	Cc1ccc(C)n1-c1sccc1C(=O)O	-5%	u	-25%	32µM*
8	C=C(C)CNC(=S)N/N=C/c1ccc(N2CCOCC2)cc1	25%[0.074 µM]	7%	-7%	-16%
9	CC(C)[C@@H](CC(=O)N[C@@H]1CCCC[C@H]1C(=O)N[C@H](CC(=O)N[C@@H](CCC(=O)O)CC(=O)O)Cc1c[nH]c2ccccc12)NC(=O)C[C@H](CO)NC(=O)[C@@H]1CCCC[C@H]1N	3%[1.9 µM]	1%	-2%	-10%
10	CCSc1ncnc2c1sc1nc(-c3ccco3)c3c(c12)CC(C)(C)OC3	-4%	-6%	1%	-8%
11	COc1cc(CN2CCN(C(C)C)C(CCO)C2)ccc1OCc1ccccc1 (stereo unspecified)	-6%[10 µM]	5%	-1%	-4%
12	CC(=O)Nc1ccc(S(=O)(=O)N2CCC(N(C)CCC(C)C)CC2)cc1	3%[0.074 µM]	-2%	2%	3%
13	Cc1ccc(C#CC[N+](C)(C)CC#Cc2ccccc2)cc1	-29%[10 µM]	6%	14%	u
14	Cc1ccc(NC(=S)/N=C(\N)Nc2nc(C)c3ccccc3n2)cc1C	43%[10 µM]	0%	-1%	3%
15	Cc1occc1-c1nnc(SCC(=O)Nc2nc3ccccc3s2)o1	-30%	-12%	-12%	u

nr	HTT aggregate	SMN2 splice enh	JMJD2E inh	ALDH1A1 inh
1	-31%	-31%[inhibitor]	4%	0%
2	-2%	u	u	u
3	-13%	-2%	2%	13%
4	11%[9.22 µM]	15%	5%	-2%
5	x	0%	x	x
6	x	4%	x	x
7	18%	-13%	4%	-14%
8	-5%	3%	u	u
9	x	9%	8%	-14%
10	-3%	-5%	-19%	u
11	-12%[9.22 µM]	x	-2%	2%
12	1%	-7%	5%	0%
13	-6%[9.22 µM]	-13%	2%	u
14	-4%	-29%	-7%	4%
15	-6%	14%	-3%	5%

More results
nr	Compound	HTT cytoprotect	Tau FP inhib	Tau fluor cs	Tau fibril ThT
16	COc1ccc(S(=O)(=O)NCC(=O)Nc2cccc(C)c2C)cc1OC	-14%[10 µM]	4%	6%	4%
17	O=P(c1ccccc1)(c1ccccc1)C(c1ccccn1)P(=O)(c1ccccc1)c1ccccc1	-26%[10 µM]	-3%	0%	-5%
18	COc1ccc(Nc2ccc(S(=O)(=O)N3CCCCC3)cc2[N+](=O)[O-])cc1OC	x	4%	u	u
19	Cc1oc(-c2ccccc2Cl)cc1-c1nn2c(-c3ccco3)nnc2s1	-21%	1%	-9%	u
20	O=C(COC(=O)c1cccnc1Cl)Nc1cccc(S(=O)(=O)N2CCCCC2)c1	-8%	-7%	-15%	3%
21	CCN1C(=O)/C(=C2/C=Cc3cc(C)ccc3N2CC)N(C)C1=S	22%[10 µM]	14%	-28%	u
22	Cc1ccc2oc(=O)c3cc(C(=O)N4CCN(C(=O)c5ccco5)CC4)sc3c2c1	3%	8%	-7%	u
23	O=C(N/N=C/c1ccco1)c1ccc(NC(=O)C2CC2)cc1	-10%	1%	-4%	u
24	CCc1ccc(S(=O)(=O)c2cn(C)c3cc(F)c(F)cc3c2=O)cc1	x	-10%	-16%	-11%
25	OCCC1CN(Cc2cccc3nonc23)CCN1Cc1ccsc1 (stereo unspecified)	19%[10 µM]	-7%	-10%	-8%
26	O=C(CSc1ncnc2c1nnn2Cc1ccc(F)cc1)NC1CCCC1	1.3µM*	0%	4%	-7%
27	CCOc1ccc(NC(=O)CCC(=O)OC)cc1	-5%	-5%	-7%	-5%
28	COC(=O)[C@@]1(Cc2ccc(OC)cc2)[C@H]2c3cc(C(=O)N(C)C)n(CCc4ccc(OC)c(Br)c4)c3C[C@H]2CN1C(=O)c1ccccc1	11%	-4%&-6%	-17%&-12%	u
29	Cc1ccccc1-c1nnc(SCC(=O)NC2CCCCC2)o1	-7%[10 µM]	7%	-3%	-4%
30	COc1ccc(-n2nc(C(=O)N3CCN(c4ccc(F)cc4)CC3)c3c4ccccc4n(C)c3c2=O)cc1	x	-2%	-15%	-4%

nr	HTT aggregate	SMN2 splice enh	JMJD2E inh	ALDH1A1 inh
16	25%	2%	2%	-5%
17	-21%[9.22 µM]	x	-4%	x
18	-14%	-54%[inhibitor]	3%	0%
19	-13%	7%	3%	-5%
20	2%	-34%	-3%	-5%
21	-10%	-25%	u	u
22	-12%[9.22 µM]	x	u	-10%
23	28%	2%	2%	-3%
24	x	-3%	x	x
25	22%[9.22 µM]	x	-5%	x
26	u	-42%[inhibitor]	u	5%
27	u	-10%	8%	-2%
28	-19%	-53%&-29%[inhibitor]	1%&-3%	-15%&-10%
29	-24%	-3%	5%	2%
30	x	14%	x	x

(further entries)
nr	Compound	HTT cytoprotect	Tau FP inhib	Tau fluor cs	Tau fibril ThT
31	COc1ccc(C2N(c3ccccc3)CCN2c2ccccc2)cc1O	1%[10 µM]	10%	14µM*[quencher]	u
32	C=CCNC(=O)c1onc(CSc2ccc(C(C)C)cc2)c1C(=O)O	5%	-4%	2%	0%
33	O=C(COc1cccnc1[N+](=O)[O-])Nc1cc(S(=O)(=O)N2CCCCC2)ccc1Cl	14%[10 µM]	-2%	-9%	-2%
34	Cn1c(N)c(C(=O)CSc2nnc(-c3ccccc3F)n2C2CC2)c(=O)n(C)c1=O	-15%[10 µM]	-6%	0%	-4%
35	CCN(CC)S(=O)(=O)c1ccc(N2CCCC2)c(NS(=O)(=O)c2ccc([N+](=O)[O-])cc2)c1	13%[10 µM]	u	u	-12%
36	CC1(C)SC2c3ccccc3C(=O)N2[C@@H]1C(=O)NCCCN1CCOCC1 (stereo partly specified)	9%	0%	-5%	-12%
37	Nn1c(COc2ccccc2)nc2ccccc2c1=O	-29%[0.074 µM]	0%	0%	2%
38	COC(=O)c1cc(=O)n(Cc2ccc3c(c2)OCO3)c(=Nc2ccc(F)cc2)s1	-19%	7%	-9%	-10%
39	Cc1occc1-c1nnc(SCC(=O)NCCc2ccccc2)n1C(C)c1ccccc1 (stereo unspecified)	-7%[10 µM]	-13%	2%	-10%
40	Cc1nc(CS(=O)(=O)c2ccc(Cl)cc2)sc1C(=O)O	2%[10 µM]	3%	-1%	-5%
41	COc1cc(OC)cc(C(=O)N[C@H](C(=O)Nc2ccccc2N2CCOCC2)C(C)C)c1	-12%	-11%	-18%	-16%
42	N#CCCn1cc(C(=O)Nc2ccc(C(=O)O)cc2)c(-c2cccs2)n1	x	4%	5%	6%
43	COc1ccc(-c2nc3ccccc3s2)cc1NC(=O)c1ccc(F)cc1	x	u	-15%	-4%
44	CC(C)CC(NC(=O)OC(C)(C)C)C(=O)NC(C(=O)NC(C)C(N)=O)C(C)C (stereo unspecified)	19%[10 µM]	3%	1%	-1%
45	COC(=O)c1ccccc1NC(=O)CCc1ccccc1	x	-7%	-8%	2%

nr	HTT aggregate	SMN2 splice enh	JMJD2E inh	ALDH1A1 inh
31	1%[9.22 µM]	x	-30%	-5%
32	-7%	u	-4%	-11%
33	-14%[9.22 µM]	x	-5%	x
34	-6%	-1%	5%	12%
35	u	x	-2%	2µM*
36	-10%	23%	5%	12%
37	-24%	-4%	-6%	1%
38	31%	-15%	-1%	u
39	8%	-2%	-1%	u
40	0%[9.22 µM]	x	-1%	17%
41	-16%	-11%	6%	u
42	u	-11%	6%	3%
43	x	-6%	x	x
44	-12%	-9%	6%	12%
45	-1%	6%	u	-1%

Looked up by structure from the entries so far, 4 records:
nr	Compound	HTT cytoprotect	Tau FP inhib	Tau fluor cs	Tau fibril ThT
40	Cc1nc(CS(=O)(=O)c2ccc(Cl)cc2)sc1C(=O)O	2%[10 µM]	3%	-1%	-5%
35	CCN(CC)S(=O)(=O)c1ccc(N2CCCC2)c(NS(=O)(=O)c2ccc([N+](=O)[O-])cc2)c1	13%[10 µM]	u	u	-12%
32	C=CCNC(=O)c1onc(CSc2ccc(C(C)C)cc2)c1C(=O)O	5%	-4%	2%	0%
36	CC1(C)SC2c3ccccc3C(=O)N2[C@@H]1C(=O)NCCCN1CCOCC1 (stereo partly specified)	9%	0%	-5%	-12%

nr	HTT aggregate	SMN2 splice enh	JMJD2E inh	ALDH1A1 inh
40	0%[9.22 µM]	x	-1%	17%
35	u	x	-2%	2µM*
32	-7%	u	-4%	-11%
36	-10%	23%	5%	12%

(cont.)
nr	Compound	HTT cytoprotect	Tau FP inhib	Tau fluor cs	Tau fibril ThT
46	COc1ccc(C2/C=C\CN(C(=O)c3ccc(C)cc3)CC(=O)N2Cc2ccc(F)cc2)cc1 (stereo unspecified)	-8%[10 µM]	5%	5%	1%
47	C=CCn1cccc(C(=O)Nc2cc(OC)c(OC)c(OC)c2)c1=O	-12%[10 µM]	6%	4%	-2%
48	CCc1ccc(Oc2nc3c(C)cccn3c(=O)c2/C=C(\C#N)c2nc3ccccc3s2)cc1	x	u	-7%	u
49	CCC(=O)N1CCN(c2ccc(Cl)cc2NC(=O)c2ccc(N3CCCC3)c([N+](=O)[O-])c2)CC1	-19%	12%	-10%	u
50	COc1cc(NC(=O)c2cccc(Cl)c2)c(OC)cc1NC(=O)CN1CCCCC1	23%[10 µM]	11%	3%	1%

nr	HTT aggregate	SMN2 splice enh	JMJD2E inh	ALDH1A1 inh
46	-9%[9.22 µM]	x	1%	x
47	2%	10%	6%	-7%
48	x	11%	x	x
49	u	-7%	7%	6%
50	14%[9.22 µM]	x	16%	3%

Screening data as filed in PubChem.

Only part of the results is shown (hit frequency here may not be typical).
